XIAP antagonists: XIAP antagonists, biochemical, IAP family, fluorescence polarization (AID 1018) | XIAP BIR domain, fluorescence polarization peptide displacement; higher % means a stronger effect | E3 ubiquitin-protein ligase XIAP (Homo sapiens) | 200,000 compounds, 0.007% hits | one-dose displacement, % at 20 µM; IC50 in µM for titrated hits; in the data active = displacement above about 50%; also: a part of the inactive calls stands beside numbers as strong as those of hits
HIV peptide binding: inhibitors of HIV fusion peptide binding, primary screen, biochemical, uHTS, fluorescence dequenching (AID 1986). cell-free peptide binding, fluorescence dequenching, 30 min; higher % means a stronger effect. inhibition, % at 20 µM; hits with a dose series show IC50 in µM. 290,000 compounds, 0.3% hits; in the data active = inhibition mostly above about 52%, no sharp cut-off; inactive = mostly below about 76%; also: some results filed as inactive read as strong as hits
Large T inhibition: SV40 large T antigen inhibitors, biochemical (AID 1903); SV40 large T antigen ATPase/helicase inhibition assay; higher % means a stronger effect; inhibition, % at 20 µM, or IC50 in µM where a hit was titrated; 310,000 compounds, 0.39% hits; in the data active = a potency from the dose series; inconclusive = inhibition mostly from about 32% at the one dose, without a potency; inactive = the rest, 99 in 100 with inhibition below about 32%; also: strong numbers were not always called active
AID2073: inhibitors of Mint1-CaV2.2 protein interaction, biochemical, HTRF (AID 2073) | one-dose inhibition, % at 20 µM; IC50 in µM for titrated hits | 290,000 compounds, 0.19% hits | HTRF protein-protein interaction, Mint1-CaV2.2; higher % means a stronger effect; in the data active = inhibition mostly above about 51%, no sharp cut-off; inconclusive = no clear call, values can overlap the other calls; inactive = mostly below about 53%; also: some results filed as inactive read as strong as hits
RSV CPE inhibition: RSV antiviral activity via CPE protection, HEp-2 cells, primary 10 µM value included (AID 2391) | CPE inhibition, % at 10 µM, or IC50 in µM where a hit was titrated | HEp-2 cells, RSV-induced CPE inhibition; higher % means a stronger effect | 310,000 compounds, 0.13% hits; in the data active = a potency from the dose series; inconclusive = CPE inhibition mostly from about 23% at the one dose, without a potency; inactive = the rest, 99 in 100 with CPE inhibition below about 21%; also: strong numbers were not always called active
Siah-1 displacement: Siah-1 peptide-binding antagonists, primary screen, biochemical, fluorescence polarization, rhodamine-plectin, uHTS (AID 1817). Siah-1 / rhodamine-plectin peptide fluorescence polarization; higher % means a stronger effect. E3 ubiquitin-protein ligase SIAH1 (Homo sapiens). displacement, % at 20 µM, or IC50 in µM where a hit was titrated. 290,000 compounds, 0.02% hits;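 active = displacement of at least 50% at 20 µM, with a fluorescence ratio check between 0.3 and a set limit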;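 also: plate controls were Siah plus tracer with DMSO for no effect and tracer alone without Siah for full effect; strong numbers were not always called active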
MgcRacGAP inhibition: MgcRacGAP GTPase-activating activity inhibitors, confirmation, biochemical, ADP Hunter fluorescence | MgcRacGAP-stimulated Rac1 GTP hydrolysis, ADP Hunter fluorescence; higher % means a stronger effect; GST-tagged Rac1 F28L mutant substrate | Rac GTPase-activating protein 1 (Homo sapiens) | one-dose inhibition, % at 30 µM; IC50 in µM for titrated hits | 340,000 compounds, 0.6% hits | AID 624330, 2012;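 active = first-screen hits whose inhibition reached a set limit at any dose in the follow-up dose series; inconclusive = inhibition above the set first-screen limit but never retested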;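 also: fluorescence reports GDP produced by GAP-driven GTP hydrolysis; strong numbers were not always called active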
NS5 inhibitors: Dengue-2 NS5 methyltransferase inhibitors, primary screen, biochemical, confirmation dose response (AID 588689); 340,000 compounds, 0.3% hits; Dengue-2 NS5 methyltransferase capping enzyme assay, biochemical; higher % means a stronger effect; inhibition, % at 25 µM, or IC50 in µM where a hit was titrated; Genome polyprotein (Dengue virus type 2 (strain 16681-PDK53)); in the data active = a potency from the dose series; inconclusive = inhibition above about 29% without an active follow-up result
LYP inhibition: inhibitors of LYP phosphatase, biochemical, fluorescence intensity, uHTS (AID 1779) | recombinant LYP phosphatase, fluorescence intensity; higher % means a stronger effect | 290,000 compounds, 0.054% hits | inhibition, % at 11.5 µM, or IC50 in µM where a hit was titrated; in the data active = inhibition above about 50%;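 also: plate controls were vehicle with enzyme for no effect and no enzyme for full effect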
NS5 inhibitors pilot replicate: recorded beside NS5 inhibitors, whose call it bears; inhibition, %; measured here: pilot screen replicate inhibition
* hit, by the source's call; u = inconclusive; x = not tested or not shown; & = joins results of further samples.

The first 3 compounds, ahead of the listing:
SMILES	XIAP antagonists	HIV peptide binding	Large T inhibition	AID2073	RSV CPE inhibition	Siah-1 displacement	MgcRacGAP inhibition	NS5 inhibitors	LYP inhibition	others
N#C[C@H]1[C@H](c2ccccc2)[C@](C#N)(C(=O)c2ccccc2)[C@@H]2C=Cc3ccccc3N21	-4.1%	11%	3%	-14%	x	-2%	x	x	2%
COc1cc(/C=C/c2nc(N)nc(-c3ccccc3O)n2)cc(OC)c1OC	-7.2%	-1.2%	19%	10%	0.6%	3%	-1%	-2%	4%
O=C(CCS(=O)(=O)c1ccc(Br)cc1)Nc1ccc(Cl)cc1F	-2.3%	2.0%	8%	7%	0.5%	2%	8%	-1%	-1%

The whole of this part, from the first entry:
SMILES	XIAP antagonists	HIV peptide binding	Large T inhibition	AID2073	RSV CPE inhibition	Siah-1 displacement	MgcRacGAP inhibition	NS5 inhibitors	LYP inhibition	others
N#C[C@H]1[C@H](c2ccccc2)[C@](C#N)(C(=O)c2ccccc2)[C@@H]2C=Cc3ccccc3N21	-4.1%	11%	3%	-14%	x	-2%	x	x	2%
COc1cc(/C=C/c2nc(N)nc(-c3ccccc3O)n2)cc(OC)c1OC	-7.2%	-1.2%	19%	10%	0.6%	3%	-1%	-2%	4%
O=C(CCS(=O)(=O)c1ccc(Br)cc1)Nc1ccc(Cl)cc1F	-2.3%	2.0%	8%	7%	0.5%	2%	8%	-1%	-1%
COc1ccc(CCNC(=O)c2cc3c(=O)n4ccccc4nc3n(CCCN3CCOCC3)c2=N)cc1	x	1.0%	18%	3%	-3.2%	4%	17%	-4%	-10%
O=C(c1cn(-c2ccccc2)nc1-c1cccs1)N1CCN(c2ccccn2)CC1	-0.6%	-4.2%	5%	-2%	6.0%	6%	5%	-4%	4%
COC(=O)c1cnc(Oc2c(Cl)cc(N)cc2Cl)cc1C(F)(F)F	x	0.5%	15%	-10%	9.8%	4%	8%	-6%	2%
CC(C)C(CCNC(=O)CN1C(=O)c2ccccc2C1=O)c1ccco1 (configuration not stated)	-8.9%	2.0%	15%	-1%	1.6%	4%	9%	-1%	-6%
FC(F)(F)c1cccc(NC(=S)NCC(c2cccnc2)N2CCOCC2)c1 (configuration not stated)	-1.9%	2.0%	12%	-2%	1.6%	0%	3%	-4%	4%
O=C(CSc1nc2ccccc2o1)Nc1cc(C(F)(F)F)ccc1N1CCOCC1	-2.0%	2.3%	8%	-4%	0.3%	-4%	6%	-5%	3%
CC(C)N(C(C)C)S(=O)(=O)c1ccc(NC(=O)c2cnccn2)cc1	x	-1.8%	7%	12%	2.7%	-2%	11%	2%	-6%
O=C(Cc1ccccc1)N1CCN(c2ncccn2)CC1	-2.6%	0.9%	15%	2%	1.5%	16%	13%	4%	-6%
CNc1nc(N)c([N+](=O)[O-])c(NCC2CCCO2)n1 (configuration not stated)	x	-0.3%	10%	u	0.4%	0%	11%	4%	-2%
COc1ccc(NC(=O)C2CCC(CNc3c(N4CCCCC4)c(=O)c3=O)CC2)c(OC)c1 (configuration not stated)	x	-0.5%	6%	1%	2.5%	-3%	4%	-2%	-4%
COc1cc(OC)cc(C(=O)Nc2ccc(S(=O)(=O)N(C)C)cc2)c1	-6.4%	1.1%	14%	-2%	1.9%	3%	11%	-11%	-5%
O=C(Nc1ccc(F)cc1F)N1CCN(c2ncccn2)CC1	-3.3%	-2.8%	9%	2%	1.4%	8%	12%	-1%	4%

A portion of the results above:
SMILES	XIAP antagonists	HIV peptide binding	Large T inhibition	AID2073	RSV CPE inhibition	Siah-1 displacement	MgcRacGAP inhibition	NS5 inhibitors	LYP inhibition	others
COc1cc(/C=C/c2nc(N)nc(-c3ccccc3O)n2)cc(OC)c1OC	-7.2%	-1.2%	19%	10%	0.6%	3%	-1%	-2%	4%
O=C(CCS(=O)(=O)c1ccc(Br)cc1)Nc1ccc(Cl)cc1F	-2.3%	2.0%	8%	7%	0.5%	2%	8%	-1%	-1%
COc1ccc(CCNC(=O)c2cc3c(=O)n4ccccc4nc3n(CCCN3CCOCC3)c2=N)cc1	x	1.0%	18%	3%	-3.2%	4%	17%	-4%	-10%

New compounds follow.
SMILES	XIAP antagonists	HIV peptide binding	Large T inhibition	AID2073	RSV CPE inhibition	Siah-1 displacement	MgcRacGAP inhibition	NS5 inhibitors	LYP inhibition	others
O=C(CC1C(=O)NCCN1Cc1cccc(Oc2ccccc2)c1)NCCCn1cccn1 (configuration not stated)	-12%	-0.6%	5%	-6%	-0.4%	4%	2%	2%	-4%
COC(=O)c1ccc(NC(=O)CN2CCN(CCO)CC2)cc1	x	4.9%	17%	4%	-2.2%	4%	1%	-8%	-6%	NS5 inhibitors pilot replicate=1.8
CC(C)(C)c1cc(NC(=O)c2cc(F)c(F)c(F)c2F)no1	-5.7%	-0.8%	2%	0%	41µM*	2%	10%	-6%	1%
O=CN1CCN(S(=O)(=O)c2ccc(S(=O)(=O)NC3CCCCC3)cc2)CC1	x	1.8%	12%	-6%	0.6%	4%	2%	-1%	-2%
Cc1ncc(S(=O)(=O)c2ccccc2)c(-c2ccc(Cl)cc2Cl)n1	-8.2%	-2.0%	-3%	3%	0.6%	-4%	7%	-1%	-5%
CCOC(=O)CSc1nc2cc(S(=O)(=O)N3CCOCC3)ccc2n1CC	x	x	7%	x	1.3%	x	9%	-4%	x
Cc1ccccc1N1CCN(S(=O)(=O)c2nnc(NC(=O)c3ccc(F)cc3)s2)CC1	x	1.0%	7%	26%	2.1%	9%	-3%	4%	-4%
CC1OC(OC2C(OC3C(O[C@H]4CC[C@]5(C)C6C=C[C@]78OC[C@@]9(CC[C@@H](C)[C@H](C)C97)[C@H](O)C[C@@]8(C)[C@]6(C)CC[C@H]5C4(C)C)OC(C)C(O)C3O)OC(CO)C(O)C2O)C(O)C(O)C1O (some centres not stated)	x	1.0%	x	-14%	x	0%	x	x	2%
CC1(C)Cc2ccccc2-c2n[nH]c(=S)n21	-2.1%	0.8%	7%	-19%	40%	3%	14%	-5%	-1%
O=[N+]([O-])c1ccc2nc(-c3ccccc3)oc2c1	-4.3%	-2.0%	0%	-11%	7.2%	-5%	-28%	-15%	-4%
Cc1ccc(Cn2nnc3c(=O)[nH]c(C4CCN(C(=O)Cc5cccs5)CC4)nc32)cc1	-3.6%	1.0%	5%	2%	-2.8%	8%	9%	-4%	2%
Cc1ccccc1-c1noc(C(C)NC(=O)c2ccco2)n1 (configuration not stated)	x	-0.9%	2%	-2%	0.9%	7%	0%	-9%	-6%
CCOc1ccc(S(=O)(=O)N2CCCCC2)cc1NC(=O)CN1C(=O)NC(C)(c2ccc(C)cc2)C1=O (configuration not stated)	x	x	12%	x	3.0%	x	-1%	4%	x
O=C(c1cc(-c2ccco2)on1)N1CCN(c2ccccc2)CC1	-1.8%	4.7%	15%	9%	-0.3%	-2%	8%	-8%	1%
COc1ccccc1NC(=O)c1cnc2c(-c3ccccc3)c(C)nn2c1C	-6.3%	-1.4%	14%	3%	15%	-4%	12%	-7%	-8%
Cn1c(=O)n(C)c2cc(NC(=O)COc3ccc(Cl)cc3)ccc21	-7.6%	0.2%	-1%	27%	18%	1%	4%	2%	-6%
Cc1nc(CN(C)C(=O)C2CCC(=O)N(CCc3cccc(F)c3)C2)cs1 (configuration not stated)	x	1.5%	26%	1%	1.4%	1%	2%	-8%	-6%
CC(C)CC(CO)N1CCN(C(=O)c2ccc(Cl)c(Cl)c2)CCC1=O (configuration not stated)	x	x	9%	x	-0.1%	x	0%	-9%	x
O=C(CSc1nc2ccsc2c(=O)n1NC(=O)c1ccccc1)Nc1nccs1	-8.8%	2.3%	9%	3%	-1.4%	-2%	-7%	-6%	-4%
Cc1nnsc1C(=O)Nc1cccc(Cl)c1Cl	-1.0%	3.1%	20%	-4%	1.8%	-6%	-1%	-1%	-4%
Clc1ccc(Cc2nc(-c3ccncc3)no2)cc1	-12%	0.6%	x	12%	0.0%	1%	1%	-5%	-9%
Cc1ccc(-n2c(=O)[nH]cc(C(=O)Nc3ccc4c(c3)OCO4)c2=O)cc1C	-5.5%	3.3%	x	2%	2.6%	10%	4%	0%	2%
CC(=O)NC(CCCN1C(=O)c2ccccc2C1=O)c1nnn(C)n1 (configuration not stated)	2.4%	-2.2%	11%	1%	1.3%	7%	0%	-6%	-6%
Cc1cc(Cc2ccc(N)c(C)c2)ccc1N	x	-1.4%	31%	7%	0.3%	13%	4%	-2%	-3%
O=S(=O)(c1ccccc1)N(CC1CO1)c1ccccc1 (configuration not stated)	0.0%	-1.0%	-9%	2%	1.8%	11%	6%	-2%	-6%
Cc1nc(Nc2ccccc2C(F)(F)F)sc1C(=O)N(C)C	-3.8%	-0.9%	6%	-13%	2.4%	6%	-3%	-5%	-3%
CSCC(=O)N1CCCC(CNC(=O)c2ccccc2Cl)C1 (configuration not stated)	-6.9%	1.2%	4%	u	-0.6%	-3%	-5%	-2%	-6%
Cc1c(Cl)cccc1NC(=O)CCCn1cnc([N+](=O)[O-])n1	-4.0%	-0.8%	6%	u	1.1%	1%	8%	-8%	1%
CCc1cccc2sc(N(CCCN3CCOCC3)C(=O)CS(=O)(=O)c3ccccc3)nc12	x	x	21%	x	-2.5%	x	-1%	0%	x
Cc1ccc(C(=O)Oc2cccc(NC(=O)c3ccco3)c2)cc1S(=O)(=O)N1CCC(C)CC1	-0.5%	3.9%	6%	27%	2.2%	-2%	7%	2%	0%

Random excerpt: two compounds from above, in no set order.
SMILES	XIAP antagonists	HIV peptide binding	Large T inhibition	AID2073	RSV CPE inhibition	Siah-1 displacement	MgcRacGAP inhibition	NS5 inhibitors	LYP inhibition	others
O=C(c1cc(-c2ccco2)on1)N1CCN(c2ccccc2)CC1	-1.8%	4.7%	15%	9%	-0.3%	-2%	8%	-8%	1%
Cc1ccc(-n2c(=O)[nH]cc(C(=O)Nc3ccc4c(c3)OCO4)c2=O)cc1C	-5.5%	3.3%	x	2%	2.6%	10%	4%	0%	2%

Continuation:
SMILES	XIAP antagonists	HIV peptide binding	Large T inhibition	AID2073	RSV CPE inhibition	Siah-1 displacement	MgcRacGAP inhibition	NS5 inhibitors	LYP inhibition	others
COc1cc(C(=O)N2CCc3ccccc32)c([N+](=O)[O-])cc1OC	x	-1.7%	1%	5%	2.8%	-6%	-3%	3%	-8%
CCc1oc2ccccc2c1C(=O)c1cc(Br)c(O)c(Br)c1	-0.6%	13µM*	22%&33%	6%&16%	20%	2%&-5%	8%	-1%	2%&3%
COc1ccc(C)cc1S(=O)(=O)N(CC(=O)NCc1ccc(Cl)cc1)Cc1ccccc1	1.5%	1.3%	11%	-3%	7.5%	1%	-4%	0%	2%
O=C(O)c1ccc(C(=O)O)c(C(=O)c2ccccc2)c1	-5.7%	-0.9%	22%	1%	0.6%	-2%	4%	2%	-12%	NS5 inhibitors pilot replicate=-0.5
O=[N+]([O-])c1cccc(S(=O)(=O)NCc2ccccn2)c1	x	0.3%	-3%	1%	0.5%	-5%	1%	-5%	-5%
